# H9c2 TAG inh: inhibitors of triacylglycerol accumulation; H9c2 cells, Nile Red lipid (TAG) fluorescence; cells loaded with 200 µM oleic acid; inhibition, % at 12.5 µM; hit rate 0.66% among 230,000; AID 651582;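 active = pattern-corrected inhibition of lipid staining of at least 50% with the nuclear-stain viability signal not falling by more than 50%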;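 also: 0% = DMSO wells and 100% = triacsin C control wells; some results filed as inactive read as strong as hits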
# H9c2 TAG inh DAPI viability: also measured in H9c2 TAG inh; calls as there; DAPI nuclei signal change (viability), lower = more cytotoxic, %;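 whole-well DAPI fluorescence read on a plate reader as a viability signal; minus 50 percent equals half of cells still viable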
# * = called active by the depositor.
structure | H9c2 TAG inh | H9c2 TAG inh DAPI viability
Cn1cccc1C1CCCN1CC(=O)Nc1ccc(C(N)=O)cc1 (configuration not stated) | 1 | 5
CCOc1ccccc1N1CN(C2CCCCC2)CNC1=S | -10 | 9
Cc1ccc(N2C(=O)N(CC(=O)Nc3ccc(C)cc3[N+](=O)[O-])C(=O)C2C)cc1 (configuration not stated) | 0 | 13
CC(C)(C)C1CCC(OCC(O)CN2CCN(c3ccccc3)CC2)CC1 (configuration not stated) | -19 | 5
CSC[C@H]1CN(c2ccccc2)C(=O)[C@@H]1CC(=O)Nc1ccccc1 | -4 | -3
CNc1ccc(/C=C2\COc3ccccc3C2=O)cc1[N+](=O)[O-] | -9 | 3
Cc1nnc2sc(-c3ccccn3)nn12 | 5 | 2
CCCCCC(=O)Nc1ccc(-c2csc(N)n2)cc1 | 4 | -2
Cc1c(-n2c(SCC(N)=O)nc3ccccc3c2=O)c(=O)n(-c2ccccc2)n1C | 10 | -6
CC(=O)N1[C@H](C)C=C[C@]1(Cc1ccccc1)C(=O)NCCc1c[nH]c2ccccc12 | 2 | 2
O=C(Nc1cccc(Cl)c1)N1CCN2C(=O)c3ccccc3C12c1ccccc1 (configuration not stated) | 11 | -9
CC1CCC(C(C)C)C(OC(=O)C[n+]2cccc(C(N)=O)c2)C1 (configuration not stated) | -2 | 2
O=C(OCc1ccc([N+](=O)[O-])cc1)c1cc([N+](=O)[O-])ccc1N1CCOCC1 | 2 | -7
COc1ccccc1CC(=O)N1CCN(S(=O)(=O)c2ccccc2F)CC1 | 11 | -13
COc1ccc(/C=C(/C#N)C(=O)Nc2cccc([N+](=O)[O-])c2)cc1C(=O)O | 9 | 5
COc1ccc(-c2c3c(=O)n(C)c(=O)n(C)c3cn2-c2ccccc2O)cc1 | -4 | 8
Cc1ccccc1N1CCN(C2CCCN(C(=O)c3noc4c3CCCC4)C2)CC1 (configuration not stated) | 11 | -3
COc1ccccc1C(=O)C1CCCN(Cc2ccc3c(c2)OCCO3)C1 (configuration not stated) | -2 | 4
COc1ccc2c(ccc[n+]2CC(=O)c2ccc(C)cc2)c1 | -6 | 2
CC(C)[C@H]1COCCS(=O)(=O)N1Cc1ccccc1-c1ccc(F)cc1 | -17 | 8

structure | H9c2 TAG inh | H9c2 TAG inh DAPI viability
Clc1ccccc1OCc1nc(-c2ccncc2)no1 | -8 | 2
CCOC(=O)Cc1nc2nc(C)cc(C)n2n1 | 3 | -2
CC(C)c1cc(C(=O)N/N=C/c2ccoc2)c(O)c(C(C)C)c1 | 8 | -8
COc1cccc2cc(C(=O)NCCc3ccccc3)oc12 | 6 | 0
CC(C)C[C@H](NC(=O)OC(C)(C)C)C(=O)N1CCC(C(=O)O)CC1 | 4 | 1
Cc1nc(N2CCC(C)CC2)c2c(C)c(C(=O)O)sc2n1 | 4 | 7
O=c1[nH]c(CSc2ccccn2)nc2ccccc12 | -4 | 5
Cc1cc(C)nc(SCc2nnc(SCC(=O)NCc3ccco3)n2-c2ccccc2)n1 | -7 | 13
Cc1ccc(NC(=S)N2CCC(c3ccc(C)cc3)C2)cc1 (configuration not stated) | -2 | -1
COCC(=O)N(C)C[C@H]1N[C@@](Cc2ccccc2)(C(=O)OC)[C@H]2C(=O)N(C)C(=O)[C@@H]12 | -5 | 9
O=C(Nc1cccc(C(=O)N2CCCCC2)c1)C1CCC1 | -7 | -5
CC(C)(C)C(=O)C(Cc1ccccc1Cl)n1cncn1 (configuration not stated) | -4 | 9
COC(=O)c1ccc(-n2c(C)cc(/C=N/Nc3nc(C)cc(=O)[nH]3)c2C)cc1 | 10 | -5
COc1cc2c(cc1NC(=O)Nc1cccc(C)c1)oc1ccccc12 | 51* | 1.5*
CC(=O)Nc1ccc(NC(=O)COc2ccc([N+](=O)[O-])cc2)cc1 | -12 | -2
O=C(c1cc2ccccc2o1)N1CCOCC1 | -11 | 12
O=C(CN1C(=O)COCC1=O)N1CCOCC1 | -6 | -3
O=C(Nc1ccccc1)Nc1nnc(Cc2ccc(F)cc2)s1 | 12 | 1
Cc1ccc(OCC(=O)OCC(=O)Nc2sccc2C(N)=O)cc1C | 7 | -13
CSc1cccc(CN2CCC(CO)(Cc3cccc(C(F)(F)F)c3)CC2)c1 | -10 | 13

# One compound at a time (already shown). Order of values: H9c2 TAG inh | H9c2 TAG inh DAPI viability
# Cc1c(-n2c(SCC(N)=O)nc3ccccc3c2=O)c(=O)n(-c2ccccc2)n1C in the list: 10 | -6
# CC1CCC(C(C)C)C(OC(=O)C[n+]2cccc(C(N)=O)c2)C1 (configuration not stated) in the list: -2 | 2

# Reprinted at random: four records from the list.
structure | H9c2 TAG inh | H9c2 TAG inh DAPI viability
O=C(CN1C(=O)COCC1=O)N1CCOCC1 | -6 | -3
Cc1ccc(NC(=S)N2CCC(c3ccc(C)cc3)C2)cc1 (configuration not stated) | -2 | -1
Cc1ccc(OCC(=O)OCC(=O)Nc2sccc2C(N)=O)cc1C | 7 | -13
O=c1[nH]c(CSc2ccccn2)nc2ccccc12 | -4 | 5

# Carrying on.
structure | H9c2 TAG inh | H9c2 TAG inh DAPI viability
COCC1CCN(Cc2cn[nH]c2-c2ccc(OC)c(F)c2)C1 (configuration not stated) | -9 | 13
CN(C)CCCNc1nc2cc(-c3ccsc3)sc2c(=O)n1C | 15 | 6
CC(C)NC(=O)C1(C)CCN1Cc1cccc(Cl)c1 (configuration not stated) | 3 | -12
CC1CCN(C(=O)CCc2nc3cc(S(=O)(=O)N(C)C)ccc3n2C)CC1 | -4 | -4
COCC1=C(C(=O)OC)C(c2ccco2)n2ncnc2N1 (configuration not stated) | 3 | -10
O=C(COc1ccccc1)NCc1ccco1 | -13 | 1
CC1CN(C(=O)CCC(=O)NCCCc2ccccc2)c2ccccc2O1 (configuration not stated) | 15 | 5
O=C(c1cc(=O)[nH]c2ccccc12)N1CCN(c2cccc(C(F)(F)F)c2)CC1 | 1 | -4
Cc1cnc(C(=O)OCC(=O)Nc2cccc(C)c2C)cn1 | 12 | 4
Cc1ccccc1OCCCC(=O)Nc1ccccc1C(F)(F)F | 0 | -1
O=C(CN(Cc1ccc(Br)cc1)S(=O)(=O)c1ccccc1)NCc1cccnc1 | 13 | -6
NC(=O)c1ccc(NC(=O)CCCN2C(=O)NC3(CCCC3)C2=O)cc1 | -9 | 9
COc1ccc(-c2noc(CN(C(=O)c3c(-c4ccccc4Cl)noc3C)C(C)C)n2)cc1 | 6 | -3
CN(C(=O)c1cccc(NC(=O)Cc2cccc(NC(=O)C3CCCN(C(=O)c4ccccc4)C3)c2)c1)C1CCC1 (configuration not stated) | 31 | 0
O=S(=O)(Nc1ccccc1N1CCOCC1)c1cccs1 | 10 | -1
NC(=O)c1cc([N+](=O)[O-])ccc1NCc1cccc(N)c1 | -7 | -4
CC(C)Oc1cc(N)c(Cl)cc1Cl | 10 | 0
Cc1ccc(C)c(-c2csc(NC(=O)C3=COCCO3)n2)c1 | -21 | 4
CC(=O)c1ccc(Cc2ccc(C(C)=O)s2)s1 | 7 | -16
CC1CCN(S(=O)(=O)c2cc3c4c(c2)CCN4C(=O)CC3)CC1 | 0 | -2

# A draw from above in order of molecular weight, low to high.
structure | H9c2 TAG inh | H9c2 TAG inh DAPI viability
NC(=O)c1cc([N+](=O)[O-])ccc1NCc1cccc(N)c1 | -7 | -4
COCC1=C(C(=O)OC)C(c2ccco2)n2ncnc2N1 (configuration not stated) | 3 | -10
Cc1ccc(C)c(-c2csc(NC(=O)C3=COCCO3)n2)c1 | -21 | 4

# (listing goes on)
structure | H9c2 TAG inh | H9c2 TAG inh DAPI viability
CC1CCN(C(=O)CSCC(=O)O)CC1 | -1 | -3
COc1ccc(S(=O)(=O)Oc2ccc3cccc(N)c3c2)cc1 | 7 | -5
COc1ccc(NS(=O)(=O)c2ccc(OCC(=O)N3CCOCC3)cc2)cc1Cl | 12 | -1
CCOC(=O)c1sc(NC(=O)c2c(CC)noc2C)nc1C | 16 | -12
COc1cc(NC(=O)CN(C)Cc2cccc(F)c2)c(C)cc1[N+](=O)[O-] | -9 | 14
Cc1ccnc(SCC(=O)N2CCC(C(N)=O)CC2)n1 | -4 | 12
O=C(CCC(=O)N1CCN(S(=O)(=O)c2cccc(F)c2)CC1)c1cccs1 | 10 | -8
COc1ccc(C(=O)Nc2sc3c(c2C(=O)NCc2ccco2)CCCC3)cc1OC | 66* | -5.7*
Cc1ccc2[nH]c(=O)c(C(c3nnnn3CCc3ccccc3)N3CCOCC3)cc2c1 (configuration not stated) | 22 | -6
Cc1ccc(CNC(=O)c2cc3ccccc3oc2=O)cc1 | 3 | -5
Cc1cc(C)nc(NS(=O)(=O)c2ccc(NC(=O)CSc3ncn[nH]3)cc2)n1 | 11 | -7
CCOc1ccc2oc(C(=O)NC3CCN(Cc4ccccc4)CC3)c(C)c2c1 | -11 | 40
O=C(CSc1nnc(CNC(=O)c2ccco2)o1)NC1CCCC1 | -2 | 13
COc1ccc(/C(C)=N/NC(=O)Cc2c(C)nc(C)[nH]c2=O)cc1 | -9 | 4
CCN(CC)C(=O)CSc1nnc(-c2cccs2)n1Cc1ccco1 | -6 | 4
N#Cc1ccc(NC(=O)COC(=O)CCc2nc3ccccc3c(=O)[nH]2)cc1 | 7 | 6
COc1ccc(/C=C/CN2CCN(Cc3ccc(C)cc3)C(CCO)C2)cc1 (configuration not stated) | 4 | -1
C=CC(C)(C)c1cc2cc3ccoc3cc2oc1=O | -5 | 14
O=C(COC(=O)c1cc(=O)[nH]c2ccccc12)NCCc1ccccc1 | -5 | 0
COc1cccc(CCNC(=O)COc2cccc3c2OC(C)(C)C3)c1 | -27 | -2

structure | H9c2 TAG inh | H9c2 TAG inh DAPI viability
CCCCOc1ccc(NC(=O)CCSc2nccn2C)cc1 | 11 | -17
Nc1ccn(Cc2ccccc2)n1 | 0 | 7
CCN(CC)S(=O)(=O)c1cc(C(=O)Nc2cc(S(=O)(=O)N3CCOCC3)ccc2N2CCN(C)CC2)ccc1C | -2 | -4
CCOC(=O)C1=C(COC(=O)C2CC(=O)N(c3ccc(CC)cc3)C2)NC(=O)NC1C (configuration not stated) | -4 | 8
CN1CCC(C)(C(=O)Nc2cccc(Oc3ccccc3)c2)C1 (configuration not stated) | -7 | 0
CN1CCN(C(=O)C2=C[C@H](c3csc4ccccc34)C[C@H](OCCCCO)O2)CC1 | 3 | 1
O=C(COc1ccccc1Cl)N1CCN(c2ccccn2)CC1 | -6 | 6
CCCCC(=O)N(C)c1c(CC)nc2c(OCC(=O)N(C)C)cccn12 | 8 | -13
Cc1ccc(S(=O)(=O)/N=S(/c2ccccc2)C(C)C)cc1 (configuration not stated) | 0 | -12
O=C(c1ccco1)c1cn(CC(=O)N2CCCc3ccccc32)c2ccccc12 | 0 | 6
CCOCCCn1c(SCc2nc3ccccc3s2)nc2ccccc2c1=O | -11 | 10
CC(=O)Nc1cccc(-c2ccnc3c2CC(C(=O)NCc2ccc(N4CCN(C)CC4)cc2)O3)c1 (configuration not stated) | -24 | 20
COc1cc(C(=O)N(C(C)C)C2CCCCC2)cc(OC)c1OC | -11 | 4
CCCCNC(=S)NCCN1CCN(C(=S)NCCCC)CC1 | 8 | 4
CN(Cc1nc2ccccc2c(=O)[nH]1)C(=O)c1ccc(NC(=O)CSc2nnnn2C)cc1 | 2 | -4
COc1ccccc1N(CC(=O)N1CCCC1)S(=O)(=O)c1cc([N+](=O)[O-])ccc1Cl | 8 | -16
CCN(CC)CCN(C(=O)Cn1nnc(-c2ccc(C)o2)n1)C(C(=O)NC(C)(C)C)c1cccs1 (configuration not stated) | 0 | -4
CCO[C@H]1OC(C(N)=O)=C[C@@H](c2coc3ccccc3c2=O)[C@@H]1CCCO | -2 | -9
O=C(CCCn1c(=O)c2ccccc2n(CC(=O)NCc2ccco2)c1=O)NCc1ccco1 | -12 | 9
O=C(O)C1CC(=O)n2c(nc3ccccc32)S1 (configuration not stated) | -2 | -2

# The final 3 entries of the part before are carried over, then new ones follow:
structure | H9c2 TAG inh | H9c2 TAG inh DAPI viability
CCO[C@H]1OC(C(N)=O)=C[C@@H](c2coc3ccccc3c2=O)[C@@H]1CCCO | -2 | -9
O=C(CCCn1c(=O)c2ccccc2n(CC(=O)NCc2ccco2)c1=O)NCc1ccco1 | -12 | 9
O=C(O)C1CC(=O)n2c(nc3ccccc32)S1 (configuration not stated) | -2 | -2
O=C(Cn1nnc(-c2ccc(F)cc2)n1)N1CCCCC1 | 8 | 4
C=CCn1c(SCC(=O)N2CCC(C)CC2)nc2c([nH]c3ccccc32)c1=O | 7 | -3
CC(NC(=O)/C(=C\c1ccco1)NC(=O)c1ccccc1Br)C(=O)O (configuration not stated) | -3 | 1
CCOC(=O)Cc1csc(NC(=O)c2cc(-c3ccncc3)nc3ccccc23)n1 | 8 | 0
CN(C[C@H](Cc1ccccc1)N(C[C@H](Cc1ccccc1)N(CCc1cc(C(F)(F)F)cc(C(F)(F)F)c1)N=O)N=O)N=O | 12 | -2
O=C1C(C=NCCCn2ccnc2)=C(O)c2ccccc21 | 13 | -6
CC(C)(C)C(=O)CN1C2=NCCN2c2ccccc21 | -5 | -3
O=C(Oc1cccnc1)c1ccccc1[N+](=O)[O-] | 14 | 7
Cn1cc([N+](=O)[O-])c(C(=O)NCc2ccco2)n1 | -4 | -6
O=C(O)c1ccccc1OCc1ccccc1Br | -7 | -2
O=C(CNC(=O)c1cccc(N2C(=O)c3ccccc3C2=O)c1)Nc1ccc(F)c(F)c1 | -4 | 3
CC(=O)c1ccc(N2CCN(C(=O)c3cc(-c4ccncc4)nc4ccc(Br)cc34)CC2)cc1 | 20 | -8
O=C(NCCS(=O)(=O)N1CCN(c2cccc(Cl)c2)CC1)C1CC1 | -5 | -7
CCn1cc(CNC(=O)c2cc(COc3ccc(F)cc3Cl)on2)cn1 | -5 | -3
Cc1nc(SCC(=O)NC(C)(C)C)c2c(-c3cccs3)csc2n1 | 6 | 15

# Screening data from PubChem BioAssay.

# Only part of the results is shown, so the mix of outcomes need not match the whole.
